# TbHK1 inh: T. brucei hexokinase 1 inhibition. recombinant TbHK1, G6PDH-coupled NADH A340. inhibition, % at 10 µM. hit rate 0.11% among 220,000. AID 1430;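 active = inhibition of 50% or more in the single-dose primary screen; inactive = inhibition below 50%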
# Cl transport mod: modulates chloride dependent transport by human KCC2; Q9H2X9; KCC2 cells, thallium flux FluoZin-2 fluorescence; B-score of Tl+ flux slope (higher = more flux/activation; lower = inhibition) at 10 µM; hit rate 2.2% among 190,000; AID 1456;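 active = thallium flux slope and its plate-corrected score both differing from the plate sample mean at a set confidence after two filtering rounds, in either direction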;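 note: slope of fluorescence scaled to starting intensity during 10 to 20 s after thallium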
# thrombin 1536: thrombin (human) inhibition; inhibition, % at 5 µM; alpha-thrombin, Boc-VPR-AMC fluorogenic substrate cleavage; hit rate 0.26% among 220,000; P00734;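 active = inhibition at or above 40%; inactive = inhibition below 40%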;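 note: 0% = enzyme with no compound and 100% = wells without enzyme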
#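 Assay system: human alpha-thrombin enzyme. Reagent: Boc-VPR-AMC substrate, 15 µM final. Compound dosing: one concentration per compound, 5 µM, with 0.2% DMSO. Incubation: room-temperature reaction. Technique: AMC fluorescence, 355/460 nm. Measure: % inhibition relative to enzyme controls and enzyme-free blanks.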
# PPC-1+TRAIL kill: kills PPC-1 cancer cells in the presence of TRAIL. AID 1443. hit rate 0.41% among 220,000. PPC-1 cells + TRAIL, ATPLite viability luminescence. cell killing (% activity), % at 4 µM;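 active = cell killing above 50% in the first pass at 4 µM, then a duplicate retest at 5 µM averaging 50% or more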;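 note: plate controls were cells with TRAIL plus DMSO for no effect and medium-only wells lacking cells for full effect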
# m-calpain inh: inhibitors of pig calpain II. purified calpain II, fluorogenic peptide substrate, 30 min. inhibition, % at 16 µM. hit rate 0.37% among 220,000. AID 1236;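 active = inhibition above about 50%, limit read from the data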
# TRPML3 ag: human mucolipin-3 channel agonism; Q8TDD5; HEK293 TRPML3-YFP, Fluo-8 calcium fluorescence; 100% = the carbachol control signal; activation, % at 3 µM; hit rate 0.29% among 220,000;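 active = activation above its plate's cutoff, the mean activation of the plate's test wells plus 3 SD, cut at about 12% in these data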;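 note: 0% = DMSO only wells and 100% = carbachol wells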
# Target sequence (Q8TDD5 whole entry, looked up): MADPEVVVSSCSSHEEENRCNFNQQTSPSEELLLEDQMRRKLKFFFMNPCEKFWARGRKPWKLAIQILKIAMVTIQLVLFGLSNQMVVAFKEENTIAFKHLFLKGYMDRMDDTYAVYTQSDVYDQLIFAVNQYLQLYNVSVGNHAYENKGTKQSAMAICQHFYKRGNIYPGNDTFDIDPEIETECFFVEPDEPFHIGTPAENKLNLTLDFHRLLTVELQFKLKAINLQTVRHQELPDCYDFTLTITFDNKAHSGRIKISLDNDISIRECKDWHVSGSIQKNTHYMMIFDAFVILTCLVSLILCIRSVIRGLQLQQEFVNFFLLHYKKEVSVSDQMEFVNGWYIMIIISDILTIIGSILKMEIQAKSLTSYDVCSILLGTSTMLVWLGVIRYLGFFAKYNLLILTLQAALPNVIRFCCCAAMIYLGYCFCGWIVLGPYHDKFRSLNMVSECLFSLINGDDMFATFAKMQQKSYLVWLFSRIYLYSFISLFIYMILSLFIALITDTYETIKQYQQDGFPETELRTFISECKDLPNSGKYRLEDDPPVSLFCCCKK
#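 Test system: HEK293 cells stably carrying human TRPML3-YFP; Doses: single dose, 3 µM final nominal compound, 0.3% DMSO final; Schedule: dye loading 1 h 37 °C then 30 min ambient, 125 s read; Technique: Fluo-8 calcium fluorescence; Benchmarks: high control carbachol 87 µM, low control DMSO.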
# EBV gp42 block: inhibitors of Epstein-Barr virus glycoprotein 42. Fluorescence polarization binding assay, mP read-out. hit rate 0.42% among 220,000. Q1HVG2. inhibition, % (tested at 21.74 µM); in the data active = inhibition above about 50%
# Target sequence (Q1HVG2 whole entry, looked up): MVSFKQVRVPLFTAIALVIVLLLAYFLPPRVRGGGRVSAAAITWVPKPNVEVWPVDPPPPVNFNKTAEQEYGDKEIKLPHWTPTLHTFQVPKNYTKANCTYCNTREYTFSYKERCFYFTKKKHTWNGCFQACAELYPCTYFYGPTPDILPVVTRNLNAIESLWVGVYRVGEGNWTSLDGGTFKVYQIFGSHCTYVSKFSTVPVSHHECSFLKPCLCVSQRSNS
# zfTRPN1 agonist: activates the zebrafish TRPN1 channel; activation, % at 3 µM; HEK293 zebrafish TRPN1-YFP, Fluo-8 calcium fluorescence; 100% = response to 87 µM carbachol; AID 1424; hit rate 0.18% among 220,000;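 active = activation above its plate's cutoff, the mean activation of test wells on that plate plus 3 SD, cut at about 19% in these data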;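 note: 0% = DMSO alone and 100% = 87 µM carbachol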
#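 Control set: carbachol 87 µM as high control, DMSO as low control; system: HEK293 stable line with zebrafish TRPN1-YFP; read-out: % activation versus carbachol response; detection: intracellular calcium fluorescence with Fluo-8; doses: single test compound dose, 3 µM nominal, 0.3% DMSO; schedule: dye 1 h 37 °C plus 30 min RT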
# Furin inhibitor: human furin inhibition; hit rate 0.061% among 220,000; inhibition, % at 30 µM; AID 463115; purified furin, fluorogenic substrate cleavage; in the data active = inhibition above about 25%; note: inactives centre near -15
# * marks the source's active call; other numbers are inactive results; · = no result given; [ ] = another dose, or the depositor's remark.
Compound	Cl transport mod	EBV gp42 block	PPC-1+TRAIL kill	TRPML3 ag	Furin inhibitor	zfTRPN1 agonist	TbHK1 inh	thrombin 1536	m-calpain inh
Cc1nc2ncnn2c(C)c1CCC(=O)NCCc1ccccc1	-1	-11	25	0.1	-8[20 µM]	-0.7	14	-2	-18
CCCn1c2ccccc2c2nc3ccccc3nc21	0.17	-2	-3	0.1	-11[20 µM]	-1.3	-7	4	-20
Cc1nn(C)c(C(=O)N2CCc3ccccc32)c1Br	-0.98	-7	-9	0.4	-11	-0.5	-3	-7	-1
CC(=O)NC(CCS(C)(=O)=O)C(=O)Nc1nc(C)cs1 (centres undefined)	-0.066	-19	-3	0.7	-13[20 µM]	1.4	2	3	-21
COC(=O)c1[nH]c(C)c(/C(O)=C2\C(=O)C(=O)N(CCN(C)C)C2c2ccc(C)o2)c1C (centres undefined)	0.09	-16	14	0.1	-4	0.5	-25	-3	8
O=c1cc(N2CCN(c3ccccc3)CC2)[nH]c(=O)n1-c1ccccc1	0.66	-18	-1	0.7	-22	1.3	0	-14	11
COC(=O)c1ccc(C(=O)OC)c(NC(=O)CSc2nc(-c3ccco3)cc(C(F)(F)F)n2)c1	0.028	·	·	0.3	-11[20 µM]	2.3	-17	·	·
COc1ccccc1-c1cc(C(F)(F)F)nc(S(=O)(=O)CCCC(=O)NC(C)C)n1	0.0028	5	-14	-0.1	-27	0.2	1	0	-247
O=C(Nc1cccnc1)C1(F)C(F)(F)C(F)(F)C(F)(F)C(F)(F)C1(F)F	·	-3	-15	0.6	-17	0.4	-1	3	-1
Cc1nonc1CN(C)C(=O)CC1C(=O)NCCN1Cc1c(F)cccc1Cl (centres undefined)	-0.096	-5	4	0.4	-20	-0.1	3	0	-11
Cc1nc2ccccc2n1CC(O)COc1ccc(Br)cc1 (centres undefined)	0.18	1	21	2.6	-19	7.5	1	-10	-23
COc1ccccc1-c1nnn(C/C(N)=N/O)n1	0.066	-14	10	-0.3	-5	-1.1	31	3	7
O=C(Nc1cccc(Cl)c1)c1ccc(NCCCN2CCOCC2)c([N+](=O)[O-])c1	-0.024	-6	13	0.1	-6	3.1	-7	4	-24
CN1CCC2(CC1)N=C(c1ccc(F)cc1)C(=S)N2C(=O)c1ccc(C(C)(C)C)cc1	-0.12	-22	1	0.8	-14	0.3	-5	-14	7
Cn1c(=O)[nH]c(=O)c2c1nc(CN1CCOCC1)n2Cc1ccc(F)cc1	0.28	-10	2	0.7	-17	0.5	0	1	-16
CCO/N=C/C1=C(O)C(C(=O)OC)C(C)(C)CC1=O (centres undefined)	-0.47	-7	42	0.3	-1	0.9	-1	-7	-3
COc1cc(CNc2ncn[nH]2)ccc1OCC(=O)NC(C)(C)C	-1.6	-7	14	0.1	-4	1.6	3	1	27
COc1ccccc1CNC(=O)CSc1nc(C)cs1	-0.65	4	7	0.0	-22	-0.3	-1	-9	8
Cc1cc(C)c(C#N)c(N2CCN(Cc3ccccc3)CC2)n1	-3.7*	-10	21	-0.2	-9[20 µM]	-0.1	-4	-1	25
CCN1CCN(CCCNC(=O)c2ccc3c(c2)NC(=O)c2ccccc2S3)CC1	0.18	-3	11	-0.2	-12	-0.1	7	-10	20
CON1C(=O)C(=O)N(OC)C(C)(C)C1(C)C	-0.48	-7	-18	0.1	-17	0.7	-1	-9	13
CN(C)c1cc(NC(=O)CNC(C)(C)C)c2ccccc2n1	-0.99	1	8	-0.1	-9	0.1	-19	0	-48
O=C(Nc1cc(Cl)ccc1N1CCOCC1)c1ccc2c(c1)OCCO2	-0.2	14	14	0.8	-17	0.9	3	·	20
CN1CCc2ccccc2CC1=O	·	-8	31	1.2	-10	1.1	14	-5	23
C/C(CC(=O)Nc1ccc(F)cc1)=N\NC(=O)Cc1csc(N)n1	0.7	-11	14	-0.8	-3	-1.8	1	14	0
O=S(=O)(NC1CC1)c1ccc(S(=O)(=O)N2CCC3(CC2)OCCO3)cc1	-0.84	-6	10	0.7	-16	0.9	6	-6	2
O=C(COC(=O)c1ccc(CSc2ccc(Cl)cc2)cc1)Nc1ccccc1	1.3	-4	6	0.3	-14	0.1	1	-12	13
O=C(CN1CCN(c2ccc(F)cc2)CC1)NCC1CCCO1 (centres undefined)	0.39	-1	6	-0.5	-24	-0.8	2	4	3
Cc1ccc(N2CCN(C(=O)CN3C(=O)c4ccccc4C3=O)CC2)cc1	-0.68	7	-11	0.4	-18[20 µM]	0.3	-6	1	1
COC(=O)C1(CCSC)NC(c2ccc(O)c(OC)c2)C2C(=O)N(c3ccc(C)cc3)C(=O)C21 (centres undefined)	-0.079	-12	12	0.7	-34	0.6	-2	-5	-35
COc1ccccc1CCN1C(=S)NC(C)(C)CC1(C)O (centres undefined)	-0.011	-10	1	-1.1	-5[20 µM]	-3.8	1	-1	-30
CCOCCc1nnc(N)s1	0.18	-7	6	0.8	-7[20 µM]	1.4	-3	-12	24
COc1cc2c3c(c1)C(C)=CC(C)(C)N3C(=O)C2=O	-0.031	-18	3	-0.5	-22	-2.7	-4	-7	-4
COc1ccccc1CNC(=O)CN(CCc1ccccc1)S(C)(=O)=O	-1	3	-12	-0.3	-24	-0.5	-3	-8	-20
Oc1ccc(N2CCN(C(c3cccs3)c3nnnn3CCc3ccccc3)CC2)cc1 (centres undefined)	-2.4	-17	7	0.9	2[20 µM]	0.7	0	-1	-24
CC(=O)c1c(C)[nH]c(C(=O)Nc2ccc(C)c(C)c2)c1C	·	2	-15	0.4	-12[20 µM]	-0.3	-12	-6	17
O=C(c1ccc(OCC2CCCO2)cc1)N1CCc2ccccc2C1 (centres undefined)	-3.2	-13	24	0.4	-24	-2.2	-1	-7	26
Cc1ccccc1OCC(=O)NN1CCN(C)CC1	-0.13	8	-3	0.8	-6	-0.2	6	-9	-4
CC(O)[C@H]1CNC(=O)C(=O)N1CC(C)(C)C (some centres undefined)	0.31	-13	4	·	-18	·	-5	3	6
O=C1Nc2ccccc2C12OCCS2 (centres undefined)	·	-8	5	·	·	·	·	-4	-8

# Some of the entries above, reformatted:
COc1ccccc1CCN1C(=S)NC(C)(C)CC1(C)O (centres undefined)
  Cl transport mod: -0.011
  EBV gp42 block: -10
  PPC-1+TRAIL kill: 1
  TRPML3 ag: -1.1
  Furin inhibitor: -5[20 µM]
  zfTRPN1 agonist: -3.8
  TbHK1 inh: 1
  thrombin 1536: -1
  m-calpain inh: -30
O=S(=O)(NC1CC1)c1ccc(S(=O)(=O)N2CCC3(CC2)OCCO3)cc1
  Cl transport mod: -0.84
  EBV gp42 block: -6
  PPC-1+TRAIL kill: 10
  TRPML3 ag: 0.7
  Furin inhibitor: -16
  zfTRPN1 agonist: 0.9
  TbHK1 inh: 6
  thrombin 1536: -6
  m-calpain inh: 2
CN1CCc2ccccc2CC1=O
  Cl transport mod: ·
  EBV gp42 block: -8
  PPC-1+TRAIL kill: 31
  TRPML3 ag: 1.2
  Furin inhibitor: -10
  zfTRPN1 agonist: 1.1
  TbHK1 inh: 14
  thrombin 1536: -5
  m-calpain inh: 23
O=C(c1ccc(OCC2CCCO2)cc1)N1CCc2ccccc2C1 (centres undefined)
  Cl transport mod: -3.2
  EBV gp42 block: -13
  PPC-1+TRAIL kill: 24
  TRPML3 ag: 0.4
  Furin inhibitor: -24
  zfTRPN1 agonist: -2.2
  TbHK1 inh: -1
  thrombin 1536: -7
  m-calpain inh: 26

# (list continues)
Compound	Cl transport mod	EBV gp42 block	PPC-1+TRAIL kill	TRPML3 ag	Furin inhibitor	zfTRPN1 agonist	TbHK1 inh	thrombin 1536	m-calpain inh
CN(C)c1ncccc1-c1nc2ccccc2s1	·	-9	-8	-0.5	-1	-0.9	-6	-10	-448
Cc1cc(CN2CCOCC2)c(O)c(C2(C)CCCCC2)c1	0.54	9	-1	0.8	-12[20 µM]	0.1	-3	22	9
CN(C)C(=S)Nc1cccc(C(F)(F)F)c1	-0.86	-10	-10	-0.5	-17	0.2	2	-2	-13
CC(C)CC(=O)Nc1ccc(N2CCN(S(C)(=O)=O)CC2)cc1	0.27	-23	10	1.6	-17	1.0	-4	-2	-22
COc1cccc(C(=O)Nc2ccc(NC(=O)c3ccco3)cn2)c1	-0.41	-16	17	0.2	-6[20 µM]	1.5	-2	1	3
COc1ccc(NC(=O)c2ccc3ccccc3n2)cc1S(=O)(=O)N1CCCCC1	-1.1	-4	-6	0.4	-10	0.1	-12	-10	-14
CC(C)COC(=O)NCCOC(=O)Nc1cccc(Cl)c1	0.33	-21	14	-1.3	-20	0.2	8	-12	-9
CC(C)Oc1cccc(C(=O)C2CCCN(Cc3cccn3-c3ccccn3)C2)c1 (centres undefined)	-0.05	6	34	1.1	-22	0.2	12	-3	-12
CCCCNC(=O)NNC(=O)c1cc(C)on1	0.45	-4	11	0.8	-27	0.0	-7	-9	11
CC(C)CCNC(=S)Nc1ccc2nc3n(c(=O)c2c1)CCCCC3	-0.0063	5	-15	0.6	-23	0.4	-5	-3	-2
O=C(NCc1ccc2c(c1)OCO2)c1ccc(NC(=O)C2CCCO2)cc1 (centres undefined)	0.94	-12	1	0.4	-10	2.1	1	-7	-14
CCOC(=O)c1nc(-c2ccccc2)oc1N(C)C	-0.12	·	21	0.9	-50	2.0	-15	-7	·
Cc1[nH]c2ccccc2c1CCNC(=O)c1ccc2c(c1[N+](=O)[O-])C(=O)c1ccccc1C2=O	-1.5	-12	8	-0.6	4[20 µM]	-1.4	-5	5	-94
CCN(CC)S(=O)(=O)c1cccc(C(=O)N/N=C/c2ccc(N3CCOCC3)cc2)c1	0.36	5	8	1.0	-18	-0.3	-1	-4	-108
C[C@H](NC(=O)Nc1cccc(Br)c1)C(=O)O	0.59	-17	3	0.8	-24	-0.5	3	-1	2
CN(C)CC#CCC(O)(c1ccccc1)c1ccccc1	0.15	-15	-4	0.6	-23	0.9	-3	-5	-2
CCOc1cc(/C=N/NC(N)=O)ccc1OCC(=O)Nc1ccc(C)c(C)c1	0.14	10	11	0.8	-26	-0.4	-1	-7	-30
CN(CC(=O)O)S(=O)(=O)c1ccc2c(c1)n(C)c(=O)c(=O)n2C	0.45	-14	17	0.7	-22	0.2	-2	-2	-29
CN(C)S(=O)(=O)c1cccc(NC(=S)Nc2cc(Cl)cc(Cl)c2)c1	-1	1	-2	0.3	-8[20 µM]	2.2	11	-5	27
CC(C)(C)NC(=O)C(=O)NNC(=O)COc1ccccc1	4.4	-3	-9	1.0	-18	1.2	8	-3	-7
c1ccc2c(c1)c1ccccc1n1c(-c3ccc4c(c3)OCO4)nnc21	·	1	6	0.7	-29[20 µM]	1.3	2	-6	-73
Cc1cc2cc(CNC(=O)c3ccc(C)c([N+](=O)[O-])c3)ccc2[nH]1	-4.2*	7	13	0.5	-1	0.2	7	3	29
CN(C)CCCNC(=O)c1ccc(Oc2ccccc2)cc1	-0.45	0	3	0.3	-19	1.1	1	1	25
C#CCOCCOCCOCCNc1nc(N2CCN(C(=O)[C@H](CCC(=O)O)n3cc(C(N)CO)nn3)CC2)nc(N2CCN(C(=O)[C@H](Cc3ccc(O)cc3)n3cc(C(N)CC(C)C)nn3)CC2)n1 (some centres undefined)	1.6	-9	8	-0.1	-26	0.2	5	2	-1
CCC(=O)c1cc(F)c(N2CCN(S(=O)(=O)c3ccccc3)CC2)cc1C	·	13	-12	7.8	-21[20 µM]	0.0	-1	-6	27
Cc1nc(N2CCC(C(N)=O)CC2)c2c(-c3cccs3)csc2n1	-0.0069	-16	26	-0.3	-24	1.7	-13	-1	-14

# High-throughput results from PubChem BioAssay.
